A549 viability = counter-screen for Nrf2 inhibitors: cytotoxicity in A549 cells. Potency, µM (top dose mostly 46 µM), without a hit: at the top dose activity change, negative = cytotoxicity, hits mostly inhibitors. A549 ARE-Fluc cells, CellTiter-Fluor viability, 18-24 h. AID 504648. actives 0.16% (n = 390,000); note: potency is the fitted concentration of half-maximal effect; % is set by controls: 0 for no effect and ±100 for the full control effect
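A549 ARE_Fluc cells in 5% FBS OPTI-MEM were exposed to compounds in concentration-response for 18-24 h at 37 deg C. Viability was read by CellTiter-Fluor fluorescence (Ex 405/Em 525) after 30 min, before the luciferase read.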
CCT chaperon mod = modulators of cytosolic chaperonin (CCT/TRiC) activity; purified chaperonin ATPase assay, HTRF ADP detection, 30 min; activity change, % (test concentration not listed), hits read low; actives 0.3% (n = 360,000); in the data active = activity change below about -30%; note: % is set by controls: 0 for no effect and ±100 for the full control effect
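TRiC at 40 or 20 nM final (batch-dependent) in 30 mM Tris pH 7.4, 100 mM KCl, 5 mM MgCl2, 1 mM DTT, with compound at single 76 uM and 10 uM ATP, 30 min at 37 deg C. ADP detected by HTRF Transcreener, 665/615 ratio.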
Akt phos inh = blocks phosphorylation of Akt; Neuro2A IGF-stimulated pAkt S473 HTRF, 20 min; stronger effect = lower value; activity change, % for hits at 50 µM; actives 0.32% (n = 360,000); AID 651550; in the data active = activity change below about -80%; inconclusive = mostly about -51% to -80%; note: % is set by controls: 0 for no effect and ±100 for the full control effect
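Neuro2A cells in DMEM with 0.5% FBS, overnight at 37 deg C, given compound at single 50 µM final, then IGF (6 nM final) for 20 min at 37 deg C. Lysed; phospho-Akt Ser473 by HTRF after 24 h, 665/615 ratio.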
Mm-Cpn inhibitor = blocks the Methanococcus maripaludis chaperonin Mm-Cpn; purified Mm-Cpn ATPase, ADP Transcreener TR-FRET; Potency, µM (highest dose often 76.9 µM), inactives show top-dose activity, negative = inhibition, most hits filed as inhibitors; actives 0.031% (n = 330,000); AID 504842; note: potency is the fitted concentration of half-maximal effect; % is set by controls: 0 for no effect and ±100 for the full control effect; nearly all actives have a fitted effect of over 80% in size
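Inhibition of chaperonin ATP hydrolysis is measured as reduced ADP production, detected by competitive TR-FRET in which signal falls with ADP. Final enzyme 25 nM and ATP 10 uM, reacted 30 min at 37°C.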
EPAC2 ag = activates human EPAC2 exchange factor. Q8WZA2. EPAC2 activation, biochemical qHTS; response scale: 100% = 6.5 mM cAMP response. Potency, µM (series often up to 154 µM), for inactives: top-dose activation, hits mostly activators. actives 0.079% (n = 360,000); note: potency is the fitted concentration of half-maximal effect; nearly all actives have a fitted effect of over 50% in size
Target sequence (Q8WZA2 whole entry, looked up): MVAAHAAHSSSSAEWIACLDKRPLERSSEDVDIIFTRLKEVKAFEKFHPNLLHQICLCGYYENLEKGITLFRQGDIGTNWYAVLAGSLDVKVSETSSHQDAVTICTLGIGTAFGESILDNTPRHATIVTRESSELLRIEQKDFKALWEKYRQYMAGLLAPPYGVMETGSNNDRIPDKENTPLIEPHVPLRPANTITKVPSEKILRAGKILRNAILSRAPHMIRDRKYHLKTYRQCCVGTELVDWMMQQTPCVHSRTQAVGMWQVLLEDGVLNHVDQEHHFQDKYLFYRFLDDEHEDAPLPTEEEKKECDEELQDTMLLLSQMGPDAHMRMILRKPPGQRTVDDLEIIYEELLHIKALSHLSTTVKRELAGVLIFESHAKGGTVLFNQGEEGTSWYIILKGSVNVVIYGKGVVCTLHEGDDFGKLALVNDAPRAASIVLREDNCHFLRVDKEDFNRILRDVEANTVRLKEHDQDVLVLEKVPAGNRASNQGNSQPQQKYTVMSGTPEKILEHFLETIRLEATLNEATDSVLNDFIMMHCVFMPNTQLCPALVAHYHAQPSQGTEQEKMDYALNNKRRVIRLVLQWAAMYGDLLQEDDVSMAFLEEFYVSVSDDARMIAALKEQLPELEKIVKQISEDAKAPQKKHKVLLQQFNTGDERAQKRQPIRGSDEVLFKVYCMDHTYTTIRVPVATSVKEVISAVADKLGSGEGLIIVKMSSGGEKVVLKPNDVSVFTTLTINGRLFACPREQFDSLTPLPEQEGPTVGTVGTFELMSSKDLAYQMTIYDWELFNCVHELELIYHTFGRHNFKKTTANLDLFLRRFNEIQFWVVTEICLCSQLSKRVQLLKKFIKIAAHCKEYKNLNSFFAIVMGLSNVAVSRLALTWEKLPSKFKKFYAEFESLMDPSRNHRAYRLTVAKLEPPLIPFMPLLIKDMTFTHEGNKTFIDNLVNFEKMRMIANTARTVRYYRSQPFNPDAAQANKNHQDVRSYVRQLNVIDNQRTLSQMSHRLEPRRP
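Exchange assay: 100 nM EPAC2 with 250 nM Rap1B-BODIPY-GDP and 50 uM GDP. Fluorescence (ex 480/em 540 nm) read every 5 min for 30 min at room temperature. Data normalized to 6.5 mM cAMP as agonist control.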
Nrf2 ARE act = activators of Nrf2 (ARE) signaling. AREc32 ARE-luciferase reporter (MCF7-derived line), luminescence, 24 h. Potency, µM (series often up to 46.1 µM), for the others: at the highest dose activation, most hits filed as activators. actives 0.31% (n = 410,000). AID 624171; note: potency is the fitted concentration of half-maximal effect; % of control where 0% means no effect; nearly all actives have a fitted effect of over 65% in size
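Reporter line AREc32 (ARE-Fluc), seeded overnight in OPTI-MEM with 5% FBS; compound pin-transferred, 24 hr at 37 deg C, 5% CO2; luminescent read-out.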
EPAC2 antagonist = EPAC2 (human) antagonism | Potency, µM (doses to about 114 µM), for inactives: top-dose activity, negative = inhibition, usual class: inhibitors | actives 0.18% (n = 360,000) | EPAC2 GEF exchange of Rap1B-BODIPY-GDP, fluorescence; note: potency is the fitted concentration of half-maximal effect; % is set by controls: 0 for no effect and ±100 for the full control effect; nearly all actives have a fitted effect of over 45% in size; many of its hits are not listed in these tables
Nrf2 block = Nrf2 pathway inhibition; A549 ARE-Fluc reporter, luciferase luminescence, 18-24 h; Potency, µM (top dose mostly 46 µM), without a hit: top-dose activity change, negative = inhibition, most hits filed as inhibitors; AID 504444; actives 2.1% (n = 360,000); note: potency is the fitted concentration of half-maximal effect; % is set by controls: 0 for no effect and ±100 for the full control effect; nearly all actives have a fitted effect of over 60% in size
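A549 ARE_Fluc cells, 5000/well, 5% FBS OPTI-MEM; compounds in dose-response, 18-24 h at 37 °C/5% CO2; CellTiter-Fluor viability read (Ex 405/Em 525), then BugLite luciferase luminescence = Nrf2 activity.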
TGFb inhibitor = inhibitors of TGF-b signaling; HepG2 CAGA-GFP TGF-b/SMAD3 reporter, GFP fluorescence, 18 h; TGF-beta stimulated, 500 pg/mL final; Potency, µM (highest dose often 46.1 µM), for inactives: top-dose activity, negative = inhibition, actives largely listed as inhibitors; actives 1.2% (n = 410,000); AID 588855; note: potency is the fitted concentration of half-maximal effect; % is set by controls: 0 for no effect and ±100 for the full control effect; nearly all actives have a fitted effect of over 65% in size
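Inhibition was scored as loss of TGF-beta-induced (500 pg/mL final, 18 hours, 37 degrees C) GFP in HEPG2 cells carrying a CAGA-GFP reporter, in DMEM with 1% FBS. Well GFP was summed per cell; Activity was normalised to unstimulated and stimulated DMSO wells, then concentration-response fitting.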
An asterisk follows results filed as active; i = inactive; ? = inconclusive; · = not tested or not shown. Unless noted, calls come from the whole dose curve; as a rule, active = well fitted curve in the direction sought with a large enough effect; inconclusive = small, poorly fitted or top-dose-only effect, or another doubt; inactive = no such curve, though single readings can be large; an effect the other way counts as inactive or inconclusive. Some of the compounds tested; the hit share may differ from the screen's.

SMILES | A549 viability | CCT chaperon mod | Akt phos inh | Mm-Cpn inhibitor | EPAC2 ag | Nrf2 ARE act | EPAC2 antagonist | Nrf2 block | TGFb inhibitor
Cc1ccc(Cn2c(C(=O)O)c(CNC3CCCCC3)c3ccc(C)cc32)cc1 | -4% | · | · | · | · | -0.4% | · | 26% | 0%
COc1ccc(NC(=O)[C@@H](NC(=O)c2ccccc2)C(C)C)cc1S(=O)(=O)N1CCCCC1 | -13% | 2.5 | i | 4% | 6% | 0.4% | 7% | 0% | -12%
Cc1c(C(=O)NCCc2ccc(Cl)cc2)sc2nc3n(c(=O)c12)CCC3 | 8% | 2.9 | i | 0% | -1% | -0.3% | -5% | ? | 2%
O=S(=O)(NCCOCCNS(=O)(=O)c1ccccc1)c1ccccc1 | -5% | 1.2 | i | 0% | 4% | -1.4% | 0% | ? | -21%
C=C(C)c1cccc(C(C)(C)NC(=O)N2CCN(C)CC2)c1 | -3% | -0.5 | i | -10% | -1% | -0.3% | 3% | 2% | 11%
CCOC(=O)N1CC(=O)Nc2ccc(Br)cc2C1c1ccccc1 (stereo not drawn) | 0% | -0.9 | i | 0% | 7% | 0.7% | ? | -28% | -11%
O=[N+]([O-])c1ccccc1C=NNC(=S)NN=Cc1ccccc1[N+](=O)[O-] | -24% | -0.9 | i | · | 7% | 26% | 2% | 23% | -6%
COCCN(C(=O)COC(=O)c1nc(Cl)ccc1Cl)c1c(N)n(Cc2ccccc2)c(=O)[nH]c1=O | 1% | 0.8 | i | 0% | -7% | -0.3% | 13% | 10% | 0%
Cc1cc(C)cc(NC(=O)CN(C)S(=O)(=O)c2cnc[nH]2)c1 | 6% | -5.6 | -116%* | 3% | 3% | -0.7% | -1% | 3% | 7%
CCn1cc(C(=O)N(C)Cc2ccccc2)c(=O)c2cc(S(=O)(=O)N3CCc4ccccc4C3)ccc21 | -5% | · | · | · | · | -1.2% | · | -12% | ?
Cc1nccn1CCCNC(=O)CC1C(=O)NCCN1Cc1ccc(Cl)c(F)c1 (stereo not drawn) | -6% | 1.5 | i | -2% | 6% | -0.1% | 7% | 7% | 0%
COCc1nnc(NC(=O)c2cc3ccccc3o2)s1 | 2% | -1.4 | i | -3% | -4% | -0.1% | 15% | ? | -1%
COc1ccc(CCNC(=O)c2ccc(NC3=NC4CS(=O)(=O)CC4S3)cc2)cc1OC (stereo not drawn) | 2% | -1.5 | i | -4% | -10% | -0.4% | -1% | 3% | 12%
CC(=O)CCc1c(C)c2cccc(C)c2[nH]c1=O | 14% | 2.4 | i | 2% | 6% | 2.7% | 13% | -1% | -3%
CCC(=O)Nc1ccc(C(=O)CSc2nnc(-c3ccccc3F)n2C2CC2)cc1 | 9% | -8.8 | i | 1% | -2% | 0.3% | -1% | 1% | -17%
O=C(NCc1ccco1)c1ccc(Br)c(S(=O)(=O)N2CCCCC2)c1 | -1% | -3.2 | i | -1% | 28% | 3.8% | -4% | ? | -23%
NC(=O)C1(N2CCCCC2)CCN(C(=S)NCCc2ccccc2)CC1 | 2% | -0.6 | i | 1% | 7% | 1.1% | -1% | 22% | 9%
COc1ccccc1/C=C/C(=O)/C=C/c1ccccc1O | -25% | -1.7 | i | 1% | 8% | ? | 10% | -21% | ?
O=C(CSc1ccc2ccccc2c1)NC1CCCc2ccccc21 (stereo not drawn) | 7% | 0.7 | i | -1% | -7% | 0.4% | 4% | -23% | ?
Cn1c(=O)c2c(SCc3cccnc3)nc(CC(C)(C)C)nc2n(C)c1=O | -28% | 0.2 | i | -2% | 8% | -1.0% | ? | ? | 1%
CCC(=O)c1ccc(OCC(=O)OCC(=O)NCC2CCCO2)cc1 (stereo not drawn) | 5% | -0.3 | i | -2% | 1% | -0.6% | -5% | 5% | -13%
CCC(C)c1ccccc1OCC(=O)Nc1ccc(S(=O)(=O)Nc2cc(C)on2)cc1 (stereo not drawn) | -1% | · | · | · | · | 2.7% | · | ? | -3%
CC(=O)Nc1ccc(S(=O)(=O)NC2C3(C)CCC(C3)C2(C)C)cc1 (stereo not drawn) | 4% | 0.2 | i | 1% | 16% | -0.5% | -1% | 4% | 0%
CC(C)(C)NC(=O)C(c1ccc(-c2ccccc2)cc1)N(C[C@H]1CC[C@@H]([C@@H]2CC[C@H](CO)O2)O1)C(=O)c1ccccc1F (stereo partly drawn) | -14% | -0.4 | i | -3% | -3% | 3.0% | 2% | ? | ?

Part of the list above, showing only Nrf2 block:
| Structure | Nrf2 block |
| --- | --- |
| NC(=O)C1(N2CCCCC2)CCN(C(=S)NCCc2ccccc2)CC1 | 22% |
| COc1ccccc1/C=C/C(=O)/C=C/c1ccccc1O | -21% |

Profiles, looked up by structure:
CC(=O)Nc1ccc(S(=O)(=O)NC2C3(C)CCC(C3)C2(C)C)cc1 (stereo not drawn) across the screens: A549 viability = 4%; CCT chaperon mod = 0.2; Akt phos inh = i; Mm-Cpn inhibitor = 1%; EPAC2 ag = 16%; Nrf2 ARE act = -0.5%; EPAC2 antagonist = -1%; Nrf2 block = 4%; TGFb inhibitor = 0%
Cn1c(=O)c2c(SCc3cccnc3)nc(CC(C)(C)C)nc2n(C)c1=O across the screens: A549 viability = -28%; CCT chaperon mod = 0.2; Akt phos inh = i; Mm-Cpn inhibitor = -2%; EPAC2 ag = 8%; Nrf2 ARE act = -1.0%; EPAC2 antagonist = ?; Nrf2 block = ?; TGFb inhibitor = 1%

The list goes on:
SMILES | A549 viability | CCT chaperon mod | Akt phos inh | Mm-Cpn inhibitor | EPAC2 ag | Nrf2 ARE act | EPAC2 antagonist | Nrf2 block | TGFb inhibitor
CN(Cc1cnn(C)c1)C(=O)C1CCC(=O)N(Cc2cccc(F)c2)C1 (stereo not drawn) | -1% | -1.6 | i | -2% | 7% | -0.2% | -3% | 9% | -1%
CC(=O)Nc1ccc(S(=O)(=O)Nc2ccccc2C(=O)N2CCCC2)cc1 | -1% | -2.6 | i | 0% | 7% | 0.0% | 3% | 1% | -7%
C=CCC[C@@H](Cc1ccc(F)cc1)C(=O)OC[C@@H](Cc1c[nH]c2ccccc12)NC(=O)[C@H](CC=C)CC(=O)N[C@H](CO)Cc1ccccc1 | ? | -2.4 | i | -1% | 3% | -0.4% | -8% | ? | ?
CCO[C@H]1OC(C(=O)N2CCN(Cc3ccc4c(c3)OCO4)CC2)=C[C@@H](c2ccc(C(F)(F)F)cc2)[C@@H]1CCCO | -16% | -3.5 | i | · | 19% | 3.0% | 7% | -12% | ?
O=C1CCCC(O)=C1Sc1cc(Cl)c(Cl)cc1Cl | -2% | -2.0 | i | · | 3% | -0.7% | 0% | 2% | ?
O/N=C(\c1ccc(Cl)cc1)c1cc2ccccc2o1 | -8% | -1.3 | i | 1% | 13% | 0.0% | -1% | 2% | ?
CCOC(=O)C1(Cc2cccc(F)c2)CCN(C(=O)C2CCCO2)CC1 (stereo not drawn) | -6% | 0.9 | i | 2% | 6% | -0.1% | 3% | -8% | ?
CC(C)(C)C(=O)Nc1c2c(nn1-c1ccc(F)cc1)CSC2 | -2% | 0.2 | i | 3% | 6% | -0.1% | -7% | 15% | 3%
COc1cc(O)c(NC(C)=O)c2nonc12 | -11% | -0.8 | i | -5% | 19% | -0.7% | -1% | -5% | 22%
Cn1nnnc1SCC(=O)N1CCN(C(c2ccccc2)c2ccccc2)CC1 | -7% | -1.2 | i | -2% | 10% | -0.2% | 0% | -1% | ?
O=C(NCc1ccccc1)c1ccc(CSc2nc3cccnc3n2Cc2ccccc2F)cc1 | -1% | · | · | · | · | 3.6% | · | ? | -16%
OC(c1ccc(Cl)c(F)c1)c1ncc(-c2ccccc2C(F)(F)F)[nH]1 (stereo not drawn) | · | -0.7 | i | · | 1% | 4.5% | 4% | · | ?
Cc1ccc(N(C(=O)NC2CCCCC2)C2=NCCCCC2)cc1 | -3% | -0.7 | i | 2% | 0% | -0.4% | 1% | 3% | -17%
CCn1cc(CNC(=O)c2cc(COc3ccc(F)cc3F)on2)cn1 | 0% | -0.9 | i | -2% | 4% | 0.9% | -13% | ? | -32%
Cc1nn(C)cc1-c1csc(N)n1 | 8% | 1.4 | i | 1% | 6% | -0.7% | 20% | 20% | -12%
CCSc1nnc(NC(=O)c2csc3c2CCC(C)C3)s1 (stereo not drawn) | 0% | -2.5 | · | -14% | -4% | -0.6% | 5% | · | 3%
COc1ccc(C2=NN(C(=O)CSC3=NN4CCCC(=O)N=C4S3)C(c3cccc(OC)c3OC)C2)cc1 (stereo not drawn) | 2% | -1.6 | i | 1% | 6% | 4.6% | 1% | ? | -3%
COC(=O)c1ccc(CNC(=O)c2c3c(nc4ccccc24)CCN(Cc2ccccc2)C3)cc1 | 12% | 1.8 | i | -4% | -21% | -0.3% | 13% | 11% | 5%
CCCc1nc2ccccc2c(C(=O)OCC(=O)Nc2ccc(S(=O)(=O)N3CCOCC3)cc2)c1CC | ? | -1.2 | i | -9% | 3% | 0.0% | -3% | 23µM* | ?
CCOc1cc(/C=N/NC(=O)c2cccc(S(=O)(=O)N3CCCC3)c2)ccc1OCC(=O)N(C)C | 0% | -1.5 | i | -5% | 8% | -0.2% | 0% | 2% | -9%
COC(=O)c1ccccc1NC(=O)N1CCN(c2ccc(F)cc2)CC1 | 7% | -0.1 | i | -5% | 7% | -0.6% | -12% | -20% | -20%
CCN1/C(=C/c2cc[n+](CCCS(=O)(=O)[O-])c3ccccc23)Sc2ccccc21 | -22% | -2.0 | i | -15% | 10% | -0.2% | 0% | 1% | 29%
C=CCNc1sc(C(=O)C(C)(C)C)c(N)c1C#N | 11% | -10 | i | -2% | -14% | 2.1% | -2% | -8% | -20%

High-throughput results (PubChem)
